Assay outcomes from PubChem BioAssay.
Tau FP inhib = blocks human tau fibril formation measured by polarization; Potency, µM (titrated, usually from 57.7 µM), inactives show top-dose activity, negative = inhibition, most hits filed as inhibitors; K18 P301L tau heparin fibrillization, Alexa594 FP, 6 h; P10636; hit rate 0.39% among 280,000; AID 1468; note: nearly all actives have a fitted effect of over 55% in size
Target sequence (P10636 561-689 P618L limits assumed): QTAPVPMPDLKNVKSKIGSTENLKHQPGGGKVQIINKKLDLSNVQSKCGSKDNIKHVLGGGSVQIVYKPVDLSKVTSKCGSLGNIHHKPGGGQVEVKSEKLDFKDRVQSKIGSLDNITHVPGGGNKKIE
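FP of Alexa 594-tau after heparin (20 uM) induction. Substrate: human K18 P301L, 15 uM unlabeled, 0.24 uM labeled. Buffer 100 mM sodium acetate pH 7. 6 hr, 37 C.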
Tau fibril ThT = blocks human tau fibril formation measured by thioflavin T. Potency, µM (top dose mostly 57.4 µM), for inactives: at the highest dose activity, negative = inhibition, hits mostly inhibitors. AID 1460. hit rate 2.1% among 270,000. P10636. recombinant tau K18 P301L (four-repeat tau fragment), heparin-induced fibrillization, ThT fluorescence; note: nearly all actives have a fitted effect of over 55% in size
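Heparin-induced fibrillization of the P301L-mutant K18 repeat-domain fragment of human tau was followed by ThT binding in quantitative high-throughput format.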
RGS12 GoLoco inh = RGS12 GoLoco-Gai1 interaction inhibition. P63096. Gai1:RGS12 GoLoco peptide FP, rhodamine, 10 min. Potency, µM (doses to about 61.6 µM), for inactives: at the highest dose activity, negative = inhibition, actives largely listed as inhibitors. hit rate 0.44% among 230,000. AID 880; active = well fitted inhibition curve with a large enough effect, not every such curve was filed as active; inactive = no such curve, though single readings can be large or run the other way; note: nearly all actives have a fitted effect of over 30% in size; many of its hits are not listed in these tables
Target sequence (P63096 whole entry, looked up): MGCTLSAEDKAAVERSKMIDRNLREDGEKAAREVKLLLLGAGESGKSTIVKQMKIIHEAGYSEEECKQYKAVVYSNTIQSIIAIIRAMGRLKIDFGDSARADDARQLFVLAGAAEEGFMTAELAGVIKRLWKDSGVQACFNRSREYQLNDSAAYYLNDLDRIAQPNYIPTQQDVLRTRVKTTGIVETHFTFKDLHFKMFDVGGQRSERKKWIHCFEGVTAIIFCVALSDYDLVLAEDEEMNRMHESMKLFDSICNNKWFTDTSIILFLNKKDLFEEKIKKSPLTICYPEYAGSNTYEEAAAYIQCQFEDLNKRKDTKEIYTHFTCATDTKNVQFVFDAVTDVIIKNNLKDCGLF
TRb SRC2 PPI = TRbeta-SRC2 interaction inhibition | TRbeta-SRC2 peptide binding, fluorescence polarization; receptor liganded with 1 µM T3 | Potency, µM (doses to about 106 µM), inactives show at the top dose activity change, negative = inhibition, hits mostly inhibitors | hit rate 0.065% among 280,000 | AID 1469;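 note: plate controls were bound peptide for no effect and peptide without receptor for full effect; nearly all actives have a fitted effect of over 50% in size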
Target sequence (P10828 whole entry, looked up): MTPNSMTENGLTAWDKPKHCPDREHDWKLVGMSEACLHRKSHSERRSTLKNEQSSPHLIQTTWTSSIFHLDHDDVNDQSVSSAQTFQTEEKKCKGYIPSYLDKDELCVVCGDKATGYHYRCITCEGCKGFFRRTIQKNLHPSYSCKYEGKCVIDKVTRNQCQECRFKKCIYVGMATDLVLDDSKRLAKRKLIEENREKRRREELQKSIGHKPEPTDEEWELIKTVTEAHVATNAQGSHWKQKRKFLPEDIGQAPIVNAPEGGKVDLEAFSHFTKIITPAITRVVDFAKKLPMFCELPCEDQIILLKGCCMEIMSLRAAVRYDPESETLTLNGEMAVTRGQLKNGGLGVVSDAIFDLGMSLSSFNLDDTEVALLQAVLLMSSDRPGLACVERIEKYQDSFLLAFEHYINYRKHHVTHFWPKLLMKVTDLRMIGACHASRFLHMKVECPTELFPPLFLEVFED
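Decrease in fluorescence polarization of 20 nM Texas Red SRC2 coactivator peptide flagged inhibition of its binding to 0.6 uM TRb LBD; 1 uM T3 included, incubation 5 hr, ex 555/em 632 nm.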
JMJD2E inh = inhibitors of human JMJD2E histone demethylase; Potency, µM (top dose mostly 57.1 µM), for inactives: at the top dose activity change, negative = inhibition, hits mostly inhibitors; hit rate 1.6% among 230,000; JMJD2E catalytic domain, FDH-coupled NADH fluorescence (FDH is formaldehyde dehydrogenase); active = well fitted inhibition curve with a large enough effect, not every such curve was filed as active; inconclusive = small, poorly fitted or top-dose-only effect, or another doubt; inactive = no such curve, though single readings can be large or run the other way;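 note: 0% = wells with enzyme and -100% = buffer wells without enzyme; nearly all actives have a fitted effect of over 50% in size; many of its hits are not listed in these tables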
RECQ1 inh = blocks DNA unwinding by human RECQ1. RECQ1 DNA unwinding, red fluorescence kinetic read. Potency, µM (titrated, usually from 57.3 µM), for the others: at the highest dose activity, negative = inhibition, actives largely listed as inhibitors. hit rate 0.54% among 240,000;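 note: plate controls were vehicle for no effect and no enzyme for full effect; nearly all actives have a fitted effect of over 30% in size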
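50 nM RECQ1T1 preincubated 15 min with compound in Tris pH 8.0 buffer with MgCl2, DTT, Tween-20 and 2.5 ug/ml poly(dI-dC); started with 200 nM TAMRA/BHQ-2 forked duplex and 2 mM ATP. Unwinding read as fluorescence (525/598 nm), two reads 2 h apart.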
TexasRed fluor = alters Texas Red total fluorescence, flagging assay interference | hit rate 0.29% among 280,000 | Potency, µM (highest dose often 106 µM), for inactives: at the top dose fluorescence change, negative = quenching | TRb/SRC2 Texas Red total fluorescence interference | AID 1479; active = well fitted curve in either direction with a large enough effect; inconclusive = small, poorly fitted or top-dose-only effect
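Human TRb ligand-binding domain at 0.6 uM with 20 nM Texas Red SRC2 peptide in Tris buffer containing 1 uM T3 and 5% DMSO, incubated with compound 5 h at ambient temperature. Total fluorescence (555/632 nm) calculated as parallel + 2 × perpendicular.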
L3MBTL1 block = inhibitors of human L3MBTL1 | Q9Y468 | AlphaScreen L3MBTL1–H3K9me1 peptide binding | Potency, µM (titrated, usually from 57.1 µM), for inactives: at the highest dose activity, negative = inhibition, actives largely listed as inhibitors | hit rate 0.66% among 230,000 | AID 485360; note: nearly all actives have a fitted effect of over 60% in size
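Displacement of a biotinylated histone H3(1-15) peptide monomethylated at Lys9 (75 nM) from L3MBTL1 (50 nM) was measured by AlphaScreen after a 30 min room-temperature compound incubation; cefsulodin titration served as intraplate control.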
* hit, by the source's call; i = inactive; u = inconclusive; x = not tested or not shown; & = joins results of further samples; [ ] = dose if it differs, or a comment. Unless noted, calls come from the whole dose curve; as a rule, active = well fitted curve in the direction sought with a large enough effect; inconclusive = small, poorly fitted or top-dose-only effect, or another doubt; inactive = no such curve, though single readings can be large; an effect the other way counts as inactive or inconclusive. Unless noted, % is set by controls: 0 for no effect and ±100 for the full control effect; potency is the fitted concentration of half-maximal effect. A portion of the library; rates above refer to the full screens.

SMILES	JMJD2E inh	Tau FP inhib	RECQ1 inh	RGS12 GoLoco inh	L3MBTL1 block	Tau fibril ThT	TexasRed fluor	TRb SRC2 PPI
Cc1ccccc1OC1C(=O)N(CC2CCCO2)C1c1ccc2c(c1)OCO2 (stereo unspecified)	-30%	1%	-12%	-4%	37%[activator]	0%	-11%	-9%
CCCCc1ccc(NC(=O)COc2ccc(C(=O)Nc3ccccc3OCC)cc2)cc1	-12%	-7%	-1%	6%	7%	-9%	-5%	0%
CCCOc1ccc(Oc2nc(NCC(C)C)nc(N3CCOCC3)n2)nn1	x	-4%	x	x	x	9%	1%	-2%
Cc1c(NC(=O)CSc2nc3ccc(Cl)cc3[nH]2)c(=O)n(-c2ccccc2)n1C	6%	-4%	10%	20%	x	-9%	0%	-14%
COc1ccc(N(CC(O)CN2C(=O)NC(C)(C)C2=O)S(=O)(=O)c2ccccc2)cc1 (stereo unspecified)	5%	11%	i	33%[activator]	x	-3%	2%	12%
Cc1ccc(NC(=O)c2cc(S(=O)(=O)N3CCCc4ccccc43)ccc2F)cc1F	x	u	x	x	x	7%	-1%	-1%
Cc1ccc(NC(=O)N/C=C/c2ccccc2)cc1	-4%	6%	-28%	-2%	-3%	-18%	2%	1%
CCOC(=O)N1CCN(S(=O)(=O)N2CCCC(C(=O)NCc3ccc(OC)cc3OC)C2)CC1 (stereo unspecified)	x	4%	x	x	x	-6%	0%	-7%
CC(C)=C1C(=O)C(c2ccccc2)=C2CN3C(=O)N(CCc4ccccc4)C(=O)[C@]3(C)[C@H]21	-11%	-2%	-2%	13%	x	-13%	0%	8%
Cc1ccc(C(=O)Oc2csc(=S)n2C(=O)c2ccc(C)cc2)cc1	u	u	i	23%	x	10µM*	-12%	2%
COc1ccc(CNC(=O)c2cccn2-c2nnc(N3CCCC3)s2)c(OC)c1	x	-12%	x	x	x	2%	-2%	-2%
CCOC(=O)c1c(OCCO)nn(-c2ccc(Cl)cc2)c1N	5%	-2%	-5%	1%	-3%	-1%	-1%	-8%
CC(C)c1ccc(NC(=O)C(c2ccccc2)N2CCC3(CC2)OCCO3)cc1 (stereo unspecified)	-1%	14%	i	-13%	6%	-10%	1%	-8%
COc1ccc(-c2nc3ccc([N+](=O)[O-])cc3o2)cc1	0%	3%	0%	3%	5%	-11%	2%[53 µM]	0%[53 µM]
COc1ccc(NC(=O)c2ccccc2NC(=O)CSc2ccc(Cl)cc2)cc1	9%	2%	3%	-18%	-8%	2%	2%	3%
COc1ccc(NC(=O)c2ccccc2NC(=O)COc2ccccc2)cc1	-1%	1%	-1%	5%	x	-7%	-3%	-12%
Cc1nn2c(=O)cc(COC(=O)c3ccc(NC(=O)COc4ccc(Cl)cc4)cc3)nc2s1	x	-9%	x	x	x	-2%	0%	5%
COc1ccc(N2C(=O)CC(Nc3ccc(C(=O)O)cc3)C2=O)cc1OC (stereo unspecified)	0%	-2%	-12%	-5%	8%	-12%	-3%	3%
COc1ccc(OCC(=O)N/N=C/C=C/c2ccccc2)cc1	0%	-11%	-8%	12%	6%	u	-9%	14%
COc1ccccc1C(=O)NCC(=O)OCc1ccc(Br)cc1	-3%	6%	-1%	x	6%	-8%	0%	-1%
Cc1cccc(N(Cc2nnc3n2CCCCC3)C(=O)Nc2ccccc2)c1	-4%	3%	0%	2%	2%	-2%	-4%	2%
O=C(NCC(c1cccs1)N1CCOCC1)c1ccco1 (stereo unspecified)	1%	5%	0%	7%	u	8%	1%	5%
O=C(c1ccc2c(c1)OCCO2)N(Cc1cccnc1)c1nc2c(Cl)cccc2s1	x	-6%	x	x	x	-1%	-2%	8%
COc1ccc(NC(=O)Nc2ccncc2)c(OC)c1	3%	u	i	0%	-6%	-15%	-3%	4%

Quoted at random: 2 compounds from above, in no set order.
SMILES	JMJD2E inh	Tau FP inhib	RECQ1 inh	RGS12 GoLoco inh	L3MBTL1 block	Tau fibril ThT	TexasRed fluor	TRb SRC2 PPI
CC(C)c1ccc(NC(=O)C(c2ccccc2)N2CCC3(CC2)OCCO3)cc1 (stereo unspecified)	-1%	14%	i	-13%	6%	-10%	1%	-8%
COc1ccc(NC(=O)c2ccccc2NC(=O)CSc2ccc(Cl)cc2)cc1	9%	2%	3%	-18%	-8%	2%	2%	3%

(further entries)
SMILES	JMJD2E inh	Tau FP inhib	RECQ1 inh	RGS12 GoLoco inh	L3MBTL1 block	Tau fibril ThT	TexasRed fluor	TRb SRC2 PPI
O=C(C1CCC1)N1CCN(c2ccnc3cc(Cl)ccc23)CC1	-3%	3%	-12%	-7%	x	x	-1%	5%
O=C(COC(=O)C1CC1)Nc1ccc(OC(F)F)cc1	4%	-7%	i	6%	x	-4%	-2%	-4%
O=C(Cn1nnc2ccccc2c1=O)NC1CCCc2ccccc21 (stereo unspecified)	-3%	1%	-2%	-6%	3%	-8%	1%	-8%
COCCCNC(=O)CCCN1C(=O)CCn2nc(-c3cccn3C)cc21	x	-6%	x	x	x	-4%	-2%	0%
C=CCN(c1ccccc1)S(=O)(=O)c1cccc(C(=O)O)c1	-3%	2%	-4%	11%	x	-3%	-3%	-2%
Cc1ccc2c(c1)-c1c(cnc3cc(-c4ccccc4)nn13)CO2	x	u	x	x	x	-16%	-9%	4%
CN(c1ccc(C(=O)NCc2ccncc2)cc1)S(C)(=O)=O	-3%	-8%	-21%	-1%	4%	2%	1%	-4%
CCCCOc1ccccc1C(=O)N(Cc1sccc1C)C1CCS(=O)(=O)C1 (stereo unspecified)	x	-7%	x	x	x	-7%	-6%	-8%
Oc1ccc(-c2nc3ncccn3c2Nc2ccc3c(c2)OCCO3)cc1	-8%	12%	-12%	10%	x	u	-8%	-3%
COC(=O)[C@@]1(Cc2ccc(OC)cc2)[C@H]2c3cc(C(=O)N(C)C)n(Cc4ccc(OC(F)(F)F)cc4)c3C[C@H]2CN1C(=O)c1ccccc1	-2%&-12%	1%&6%	-16%&-11%	13%&1%	-10%	u	-1%&2%	-3%&3%
Cn1cccc1C(=O)NS(=O)(=O)c1ccccc1Cl	2%	3%	4%	12%	-7%	12%	1%	-24%
O=C(CNc1ccc(F)cc1)N/N=C1\CCc2ccccc21	-5%	5%	24%	-1%	-31%	u	-4%	-8%
Cc1nn(CC(=O)NC2CC2)c(=O)c2cc3cc(F)ccc3n12	x	-1%	x	x	x	-2%	u	3%
CC(=O)c1c(C(C)=O)c(C)n(-c2ccc3ncccc3c2)c1C	-4%	3%	11%	10%	-3%	-9%	-3%[53 µM]	6%[53 µM]
COCC(C)n1c(C)cc(C(=O)CSc2nnc(Nc3ccccc3F)s2)c1C (stereo unspecified)	-4%	8%	-17%	3%	-7%	u	-1%	-7%
Nc1nnc(SCC(=O)c2cccc([N+](=O)[O-])c2)s1	-10%	-2%	-14%	4%	x	u	-4%	4%
Cc1ccc(CN(C(=O)c2sc3ccccc3c2Cl)C2CCS(=O)(=O)C2)cc1 (stereo unspecified)	0%	-5%	-10%	-1%	-7%	-19%	3%	-4%
Cn1c(=O)n(C)c2cc(N3CCOCC3)c(NS(=O)(=O)c3ccc(F)cc3)cc21	x	-3%	x	x	x	-7%	-2%	5%
COc1ccc(N2CCN(C(=O)CCN3C(=S)NC(C)(C)CC3C)CC2)cc1 (stereo unspecified)	-4%	5%	-12%	4%	-26%	-11%	1%	-7%
O=C1NCCN(Cc2ccc(F)cc2)C1=O	x	3%	x	x	x	-3%	0%	12%
Cc1cc(=O)c2ccc(C(F)(F)F)cc2[nH]1	-6%	-3%	-11%	-3%	x	x	-2%	0%
COc1cc(C(=O)OCc2cc(=O)n3nc(C(C)C)sc3n2)cc(OC)c1OC	x	u	x	x	x	u	-7%	-7%
CC(C)(C)OC(=O)NCCCC[C@@H](C(=O)N1CCN(C(=O)OC(C)(C)C)CC1)n1cc(C(CO)NC(=O)OC(C)(C)C)nn1 (stereo partly specified)	0%	-2%	i	3%	12%	1%	0%	2%
O=C(OCC(=O)N1CCCC1)c1ccccc1OCc1ccccc1	1%	5%	-2%	4%	-19%	-2%	0%	-2%
Cc1cccc(NC(=S)N/N=C/c2c[nH]c3ccccc23)c1	u	u	-13%	7%	-20%	16µM*	-5%	-2%
COc1ccc(C(=O)COC(=O)CNC(=O)C2CCCCC2)c(OC)c1	-5%	0%	1%	9%	x	2%	-3%	-3%
COc1ccc(C(C)=O)cc1CSc1nnc(Nc2ccc(C)cc2)s1	11%	0%	-24%	-13%	5%	-21%	-2%	-1%
COc1ccc(S(=O)(=O)N(CC(C)C)CC(C)C)c2cccnc12	-13%	-3%	-12%	7%	-3%	-10%	-6%	4%
CCCCc1nnc(SCc2cc(=O)c3cc(F)ccc3[nH]2)n1C	x	-6%	x	x	x	-4%	-3%	-4%
CCOc1ccc(C2=CS/C(=C(\C#N)c3nnc4n3CCCCC4)N2CC)cc1	6%	7%	-9%	9%	-2%	-12%	0%	3%
C(=N\Nc1nnnn1-c1ccccc1)/c1ccncc1	2%	-8%	i	0%	7%	-2%	-6%	-4%
Cc1cccc(N2C(=O)C(Cl)=C(Nc3c(C)n(C)n(-c4ccccc4)c3=O)C2=O)c1C	-20%	u	0%	-5%	x	u	-5%	2%
N#C/C(=C\C1CC=CCC1)c1nc2ccccc2[nH]1 (stereo unspecified)	-6%	-3%	-1%	x	10%	-3%	-1%	7%
CCC(=O)n1nc(-c2cccnc2)nc1NCc1cccs1	-2%	2%	-2%	7%	x	-5%	0%	-5%
CC1(C)CC(=O)C2=C(C1)NC(SCC(=O)Nc1ccccc1)=C(C#N)C2c1ccco1 (stereo unspecified)	-7%	-5%	-4%	5%	-10%	-11%	-4%	2%
O=C(CCCCn1c(=O)c2ccccc2n(Cc2ccccc2F)c1=O)NC1CCN(Cc2ccccc2)CC1	-13%	-8%	-4%	0%	x	u	-1%	-3%
O=C(CNC(=O)c1ccccc1F)N/N=C/c1cc(Br)ccc1OCc1ccccc1	-1%	4%	-11%	1%	-8%	2%	-2%	-23%
C/C(=N\NC(=O)c1ccc(CN2CCc3ccccc3C2)cc1)c1ccccc1O	u	3%	-14%	1%	x	u	-1%	3%
